Compound activity (PubChem BioAssay)
IkB signaling: IkB Signaling. Potency, µM (doses to about 57.1 µM), inactives show at the highest dose IkBa stabilization activation. 0.04% of 110,000 active. AID 445, 2006. ABC-DLBCL IkBa-CBG/CBR dual luciferase ratio, 4 h; response scale: scaled: untreated 0%, proteasome inhibitor 100%; active means well fitted curve in the direction sought with a large enough effect in the signal ratio, not every such curve was filed as active; inconclusive means small, poorly fitted or top-dose-only effect, or a change in a side signal; the % refers to the signal ratio;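 further: the direction sought is a rising ratio; 0% = basal untreated cells and 100% = reference inhibitor full response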
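In this assay, an IκBα–CBG68 fusion accumulates when IKK-driven degradation is blocked; native CBR normalizes for cell number. OCI-Ly3 cells were treated 4 h with compound and doxycycline, then green and red light read after Chroma-Glo addition.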
p53ts 39C kill: qHTS Screen for Compounds that Selectively Target Cancer Cells with p53 Mutations: Cytotoxicity of p53ts Cells at the Nonpermissive Temperature | Potency, µM (top dose mostly 46.1 µM), inactives show at the top dose activity change, negative = cell killing, most hits filed as cytotoxic | 1.5% of 130,000 active | H1299-p53A138V viability at 39C, ATP luminescence, 24 h; further: nearly all actives have a fitted effect of over 55% in size
Imprint erasure: qHTS Assay for Compounds that Induce Erasure of Genomic Imprints | mouse ES Peg3-LacZ reporter, beta-gal luminescence, 40 h | Potency, µM (titrated, usually from 60.7 µM), inactives show at the highest dose activity change, positive = activation, hits mostly activators | 0.02% of 110,000 active;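 further: 0% = negative control wells on the plate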
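Gelatin-coated wells received 300 freshly trypsinized female ES cells with a Peg3LacZ-Neo reporter on the maternal allele, then incubated 40 hours at 37C. BetaGlo was added for 5 minutes at room temperature before a single luminescence read.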
p53ts 32C kill: qHTS Screen for Compounds that Selectively Target Cancer Cells with p53 Mutations: Cytotoxicity of p53ts Cells at the Permissive Temperature | H1299-p53A138V at 32C, ATP luminescence viability, 24 h | 0.93% of 130,000 active | AID 924, 2007 | Potency, µM (series often up to 46.1 µM), for inactives: at the highest dose activity change, negative = cytotoxicity, actives largely listed as cytotoxic;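 further: 0% = DMSO and -100% = full killing by reference compound; nearly all actives have a fitted effect of over 55% in size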
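Viability by ATPlite luminescence after 24 h compound treatment (up to 46 uM) at the permissive 32C. Cells are H1299 carrying p53 A138V. Scale runs from DMSO basal to 100 uM tamoxifen as full kill; AC50 from Hill fits.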
An asterisk follows results filed as active; ? = inconclusive; . = not tested or not shown; [ ] = another dose, or the depositor's remark. Unless noted, the call rests on the fitted dose curve; in most records, active means well fitted curve in the direction sought with a large enough effect; inconclusive means small, poorly fitted or top-dose-only effect, or another doubt; inactive means no such curve, though single readings can be large; an effect the other way counts as inactive or inconclusive. Unless noted, on the % scale 0 is the no-effect control and ±100 the full control effect; potency means the concentration at half of the fitted maximal effect.

Preview (14 entries):
SMILES | IkB signaling | p53ts 39C kill | Imprint erasure | p53ts 32C kill
COc1ccc(C)cc1N(C)C(=O)c1c2c(nc3ccccc13)C(=O)N(C1CCCCC1)C2 | ? | ? | -8%[10.9 µM] | 8%
Cn1c(C(F)(F)F)nc2c(=O)oc3ccccc3c21 | -0.7% | 2% | -6% | 0%
CCN1C(=O)c2ccccc2S(=O)c2ccc(C(=O)NCc3ccccn3)cc21 (stereo unspecified) | -0.7% | 9% | -11% | -2%
COc1ccc(C(=O)NCC(c2cccnc2)N2CCc3ccccc32)cc1 (stereo unspecified) | ? | 6% | -9%[10.9 µM] | 1%
C=C(C)Cn1c(C2CC(=O)N(c3ccccc3F)C2)nc2ccccc21 (stereo unspecified) | -1.0% | 0% | -12% | 5%
Cc1ccccc1-c1nc(CS(=O)(=O)CC(=O)Nc2c(C)cccc2C)c(C)o1 | -2.7% | -25% | -4%[10.9 µM] | 0%
CCOC(=O)c1cc2occc2n1CC(=O)NC1CCC(C)CC1 (stereo unspecified) | 3.4% | -11% | -7% | 4%
Cc1cccc(NC(=O)c2cnn(-c3ccccc3)c2-n2cccc2)c1C | 3.8% | ? | 28%[10.9 µM] | -15%
CC(C)(C)C(=O)NC1CC(=O)N(c2ccc3c(c2)OCCO3)C1 (stereo unspecified) | -0.4% | -4% | ? | 5%
COc1cc(-c2nc3sccn3c2Nc2c(C)cccc2C)ccc1O | ? | -2% | 3%[10.9 µM] | -4%
CCOC(=O)c1c(NC(N)=O)sc(C)c1C | -6.8% | 3% | 0% | 5%
Cc1nnc2ccc(N3CCN(C(=O)c4ccccc4)CC3)nn12 | 2.7% | 4% | -11% | 0%
CCOc1ccccc1CNC(=O)Cn1ncn2nc(-c3cccs3)cc2c1=O | 1.2% | -4% | 13%[10.9 µM] | -2%
Cc1c(C)c2c(c(C)c1O)CC[C@@](C)(CCC[C@@H](C)CCC[C@@H](C)CCCC(C)C)O2 | 5.0%[25.6 µM] | 18%[20.6 µM] | -4% | -8%[20.6 µM]

Main list (from the top)
SMILES | IkB signaling | p53ts 39C kill | Imprint erasure | p53ts 32C kill
COc1ccc(C)cc1N(C)C(=O)c1c2c(nc3ccccc13)C(=O)N(C1CCCCC1)C2 | ? | ? | -8%[10.9 µM] | 8%
Cn1c(C(F)(F)F)nc2c(=O)oc3ccccc3c21 | -0.7% | 2% | -6% | 0%
CCN1C(=O)c2ccccc2S(=O)c2ccc(C(=O)NCc3ccccn3)cc21 (stereo unspecified) | -0.7% | 9% | -11% | -2%
COc1ccc(C(=O)NCC(c2cccnc2)N2CCc3ccccc32)cc1 (stereo unspecified) | ? | 6% | -9%[10.9 µM] | 1%
C=C(C)Cn1c(C2CC(=O)N(c3ccccc3F)C2)nc2ccccc21 (stereo unspecified) | -1.0% | 0% | -12% | 5%
Cc1ccccc1-c1nc(CS(=O)(=O)CC(=O)Nc2c(C)cccc2C)c(C)o1 | -2.7% | -25% | -4%[10.9 µM] | 0%
CCOC(=O)c1cc2occc2n1CC(=O)NC1CCC(C)CC1 (stereo unspecified) | 3.4% | -11% | -7% | 4%
Cc1cccc(NC(=O)c2cnn(-c3ccccc3)c2-n2cccc2)c1C | 3.8% | ? | 28%[10.9 µM] | -15%
CC(C)(C)C(=O)NC1CC(=O)N(c2ccc3c(c2)OCCO3)C1 (stereo unspecified) | -0.4% | -4% | ? | 5%
COc1cc(-c2nc3sccn3c2Nc2c(C)cccc2C)ccc1O | ? | -2% | 3%[10.9 µM] | -4%
CCOC(=O)c1c(NC(N)=O)sc(C)c1C | -6.8% | 3% | 0% | 5%
Cc1nnc2ccc(N3CCN(C(=O)c4ccccc4)CC3)nn12 | 2.7% | 4% | -11% | 0%
CCOc1ccccc1CNC(=O)Cn1ncn2nc(-c3cccs3)cc2c1=O | 1.2% | -4% | 13%[10.9 µM] | -2%
Cc1c(C)c2c(c(C)c1O)CC[C@@](C)(CCC[C@@H](C)CCC[C@@H](C)CCCC(C)C)O2 | 5.0%[25.6 µM] | 18%[20.6 µM] | -4% | -8%[20.6 µM]
Cc1noc(C)c1CSc1nc2ccccc2s1 | 3.4% | -23% | -17% | -18%
CCn1c(SCC(=O)NCCc2ccccc2)nnc1-c1ccco1 | 2.2% | -4% | 2% | 5%
CCc1ccccc1N(CC)C(=O)CCc1nc(-c2ccc(C)cc2)no1 | ? | -7% | -16% | -8%
CN1CCN(S(=O)(=O)c2ccc(N3CCN(S(=O)(=O)/C=C/c4ccccc4)CC3)nc2)CC1 | 0.7% | -1% | -19% | -7%
Cc1ccc(S(=O)(=O)N[C@H](CO)C(=O)O)cc1 | 0.4%[11.4 µM] | 7%[9.22 µM] | -4%[10.9 µM] | 18%[9.22 µM]
CCc1ccccc1Nc1nc(N)nc(CSCC(=O)c2cc(C)n(C)c2C)n1 | 0.4% | -8% | -12% | 0%
COc1ccc2c(c1)c(C(O)CN1CCN(Cc3ccc4c(c3)OCO4)CC1)c(C)n2C (stereo unspecified) | ? | 3% | -42%[inhibitor] | -4%
c1cnc(NCCNc2ncccn2)nc1 | 0.7% | -3% | . | -4%
COC(=O)c1cccc(NC(=O)c2cc3sccc3n2C)c1 | ? | -21% | . | -16%
CCC1CN(C(=O)N2CCC(C(=O)NCc3ccc(N(C)C)cc3)CC2)c2ccccc2O1 (stereo unspecified) | ? | -17% | -14%[10.9 µM] | 0%
CCOC(=O)c1nnn(-c2nonc2N)c1CN1CCc2ccccc2C1 | 1.4% | -2% | -7% | 7%
CC(C)(C)C1CCc2[nH]c3ccccc3c(=O)c2C1 (stereo unspecified) | . | ? | . | ?
CC1CCN(C(=O)c2ccc(NS(C)(=O)=O)cc2)CC1 | -0.6% | 8% | -1% | 9%
CN(c1ccccc1C(=O)O)S(=O)(=O)c1ccc2[nH]c(=O)oc2c1 | 0.3% | 15% | 6%[10.9 µM] | -5%
CCOc1ccc(-c2nc(Cn3ccn4nc(-c5ccc(OCC)c(Cl)c5)cc4c3=O)c(C)o2)cc1 | -2.7% | 37% | -2%[10.9 µM] | 0%
O=C(NC1CC(=O)N(c2ccc(Cl)cc2)C1)c1ccc(S(=O)(=O)N2CCCC2)cc1 (stereo unspecified) | -0.9% | 5% | -3%[10.9 µM] | 2%
O=C1CC(C(=O)Nc2ccccc2)S/C(=N\N=C\c2ccco2)N1 (stereo unspecified) | . | -8% | . | -7%
CC1CCCC(NC(=O)c2ccc3c(=O)n(CC4CCCO4)c(=O)[nH]c3c2)C1C (stereo unspecified) | 0.5% | -1% | -9% | -4%
CCN(CC)CCCNC(=O)CCC(=O)NNc1nc2ccccc2c2nc(C)nn12 | 4.0% | 7% | -7%[10.9 µM] | -1%
COC(=O)c1ccccc1S(=O)(=O)N(Cc1ccco1)Cc1cc2cc(OC)ccc2[nH]c1=O | 1.8% | -7% | -17% | 2%
CC1Cn2c(C(=O)NCc3cccc(Br)c3)cc3cccc(c32)S1 (stereo unspecified) | ? | 1% | 6%[10.9 µM] | 12%
Cc1cc(C(=O)Nc2cccnc2)cs1 | -0.2% | -4% | -38%[inhibitor] | -4%
CC(=O)c1ccc(NC(=O)CCNS(=O)(=O)c2cccc3nonc23)cc1 | 0.2% | -11% | -17% | -3%
COc1cc2[nH]c(=O)n(Cc3ccc(C(=O)N4CCN(c5cccc(C)c5C)CC4)cc3)c(=O)c2cc1OC | 5.9% | 23% | 11%[10.9 µM] | -2%
CCN(CC)C(=O)c1sc(N)c(C#N)c1C | -0.2% | 2% | -3% | 1%
Cc1c(NC(=O)C(CC(=O)O)NCc2ccco2)c(=O)n(-c2ccccc2)n1C (stereo unspecified) | . | -10% | . | 5%
C=CCOC(=O)C1=C(C)NC(=O)NC1/C=C/c1ccccc1 (stereo unspecified) | 0.0% | -2% | -2% | -1%
Cc1nn(C)c2c1c(-c1ccccc1)cc(=O)n2Cc1ccc(F)cc1Cl | -1.5% | -22% | 20%[10.9 µM] | -7%
Cn1c(SCc2nnc3n2CCCCC3)nc2ccccc21 | 1.8% | 4% | -8% | 1%
CC(C)CC(NC(=O)OC(C)(C)C)C(=O)NC(C(=O)NC(C)C(N)=O)C(C)C (stereo unspecified) | 0.5% | 4% | 0% | -4%
CCCCC1CCC(c2nc(-c3cccnc3)no2)CC1 (stereo unspecified) | -0.2% | 11% | -16% | -3%
C=C1CSc2nc(=O)c3c4c(sc3n21)CCC4 | -4.3% | 15% | -6% | 17%
Cc1ccc(Nc2nc(C(=O)NCc3ccco3)cs2)cc1 | 0.7% | -21% | -12% | -3%
O=C(CCSCc1cccc(F)c1)NCCc1ccccc1 | -1.9% | 39%[activator] | -8%[10.9 µM] | 5%
COc1ccc(Cl)cc1S(=O)(=O)N1CCN(Cc2ccc3c(c2)OCO3)CC1 | 6.5% | -4% | -19% | -4%
O=S(=O)(NC1CCCC1)c1ccccc1Cl | -0.4% | -2% | -9% | -6%
CCOc1ccc(-c2nc(C#N)c(N3CCOCC3)o2)cc1 | -4.4% | -5% | -15% | 13%
COc1ccc(NC(=O)c2ccc3c(=O)n4nc(Nc5cc(C)ccc5C)sc4nc3c2)cc1 | ? | 35%[activator] | -13%[10.9 µM] | ?
CC(=O)N1CCCC1c1nc2ccccc2n1Cc1cccc(Cl)c1 (stereo unspecified) | ? | 7% | ? | 7%
c1ccc2cc(C3=NCCN3)ncc2c1 | ? | -8% | -26% | 3%
CCCNC(=O)CSc1nc(-c2ccc(OC)cc2)cc(C(F)(F)F)n1 | -2.5% | 9% | -4%[10.9 µM] | -4%
Cc1ccc(C)c([C@@H]2NC(=O)c3ccccc3N2)c1 | 2.0%[11.4 µM] | -3%[9.22 µM] | -29%[10.9 µM] | -8%[9.22 µM]
COc1cc(NC(=O)c2ccc3c(c2)OCO3)ccc1NC(=O)C(C)C | -1.0% | -21% | -35%[inhibitor] | -8%
O=C(NCCc1ccc(Cl)cc1)c1cc2c(s1)-c1ccccc1OC2 | 0.1% | ? | -7%[10.9 µM] | -7%
O=C(NC1CC2CCCC(C1)N2Cc1ccco1)NC12CC3CC(CC(C3)C1)C2 (stereo unspecified) | 1.1% | -11% | -12% | 5%
CN(CC(=O)NCc1cccs1)S(=O)(=O)c1cccc2nsnc12 | -0.3% | -7% | 1% | -6%

Further records:
SMILES | IkB signaling | p53ts 39C kill | Imprint erasure | p53ts 32C kill
CCSc1ncnc2c(C#N)c3n(c12)CCCCC3 | -1.8% | 12% | -1% | 4%
COc1ccc(CNC(=O)Cn2nc(C(F)(F)F)c3c2CCC3)cc1 | 0.6% | -12% | -9% | -5%
Cc1cc(C)c(NC(=O)CSc2nnc3[nH]c(=O)cc(C)n23)c(C)c1 | -0.4% | 23% | 25%[10.9 µM] | 17%
COc1cc(NS(=O)(=O)c2ccc(NC(=O)COc3ccc(C)cc3)cc2)nc(OC)n1 | 1.9% | -3% | 2% | 13%
COC(=O)C1=C(C)NC(=O)CC1c1cccc(OC)c1OC (stereo unspecified) | -3.1% | 15% | -5% | 13%
CCN1CCN(c2ncnc3c2cnn3-c2ccc(C)c(C)c2)CC1 | 0.6% | ? | -23%[10.9 µM] | -16%
O=c1c2ccccc2oc2nc3n(c(=O)c12)CCCS3 | -0.7% | 11% | 11% | 5%
CCOC(=O)C(Oc1ccc(=O)n(-c2ccccc2)n1)C(C)=O (stereo unspecified) | 1.5% | 15% | 7% | -5%
O=C1c2oc3ccccc3c(=O)c2C(c2ccccc2)N1Cc1ccc2c(c1)OCO2 (stereo unspecified) | 0.4% | 10% | -12%[10.9 µM] | 15%
Nc1c(C(=O)NCc2ccccc2)nnn1Cc1cccc(Cl)c1 | -1.9% | -7% | -23% | -4%
CCn1c(SCC(=O)c2ccccc2)nnc1-c1ccoc1C | 1.0% | 4% | -27% | 4%
CC1=C(C(N)=O)C(c2cccc(O)c2)n2nc(CCCO)nc2N1 (stereo unspecified) | 1.3% | 5% | -6% | 5%
COc1ccccc1C1N(c2ccc(F)cc2)C(=O)C2CCCN21 (stereo unspecified) | 2.1% | 1% | -12% | -8%
COCCN1CN=C(Nc2nc3ccccc3s2)NC1 | -0.5% | 6% | -6% | 0%

Reprinted at random: 2 records from the list, in no set order.
SMILES | IkB signaling | p53ts 39C kill | Imprint erasure | p53ts 32C kill
COCCN1CN=C(Nc2nc3ccccc3s2)NC1 | -0.5% | 6% | -6% | 0%
COc1ccc(CNC(=O)Cn2nc(C(F)(F)F)c3c2CCC3)cc1 | 0.6% | -12% | -9% | -5%

The order is random. About 1.7% of those tested had a hit in this group.
